High-throughput results: PubChem, Broad Institute
C diff growth = C. difficile growth inhibition; hit rate 0.25% among 86,000; growth activity, negative = inhibition, % at 16 µg/mL (by protocol); AID 1259249; Clostridium difficile clinical isolate growth, OD600, 24 h; hits give low values;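 active = mean growth activity at or below -80% and every replicate also at or below -80%; inconclusive = mean at or below -80% but some replicate above -80%; inactive = mean growth activity above -80%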;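 note: 0% = DMSO wells and -100% = levofloxacin 16 µg/mL wells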
GASC1 inh = inhibitors of human demethylase GASC-1 KDM4C | Q9H3R0 | inhibition, % at 12.5 µM | GST-KDM4C 2-372, H3K9me3 peptide, LANCE TR-FRET | hit rate 0.15% among 96,000 | AID 720574;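 active = mean replicate inhibition above about 25%, with at least 55% of replicates also reaching it, limit read from the data, passing the limit was not always enough; inconclusive = only one of those two conditions met; inactive = neither condition met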
Target sequence (Q9H3R0 2-372 limits assumed): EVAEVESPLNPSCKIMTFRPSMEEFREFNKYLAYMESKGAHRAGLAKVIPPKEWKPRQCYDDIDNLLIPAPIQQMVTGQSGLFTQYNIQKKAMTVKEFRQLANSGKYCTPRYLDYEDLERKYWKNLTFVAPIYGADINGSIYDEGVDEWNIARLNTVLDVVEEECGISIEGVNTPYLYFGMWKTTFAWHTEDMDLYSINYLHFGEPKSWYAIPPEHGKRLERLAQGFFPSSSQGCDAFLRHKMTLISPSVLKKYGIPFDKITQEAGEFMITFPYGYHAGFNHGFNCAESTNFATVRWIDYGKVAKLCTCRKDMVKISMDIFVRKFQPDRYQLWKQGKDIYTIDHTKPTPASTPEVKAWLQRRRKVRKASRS
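material = GST-tagged GASC-1 (JMJD2C) catalytic fragment, aa 2-372 | amount = enzyme final amount 10 nM | medium = HEPES buffer, pH 7.5, plus ascorbate | also added = H3K9me3 peptide substrate, Fe(II), 2-oxoglutarate | dosing = single dose | times = 30 min demethylation and 1 h detection at room temperature | detection = LANCE TR-FRET | read-out basis = Fall in 671/618 emission ratio as inhibition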
Tcruzi prolif = blocks T. cruzi growth in NIH3T3 culture | T. cruzi beta-gal in NIH3T3, GalScreen luminescence, 90 h | inhibition, % at 8.34 µM | hit rate 5.9% among 77,000 | AID 624255;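 active = mean inhibition above about 93%, with at least 55% of replicates each passing it, limit read from the data, passing the limit was not always enough; inconclusive = only one of those two conditions holds; inactive = neither condition holds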
Pf Dd2 growth = blocks growth of Plasmodium falciparum Dd2 parasites. P. falciparum Dd2 growth, SYBR Green, 72 h; hits give low values. activity change, % at 10 µM. hit rate 2.3% among 94,000; in the data active = activity change below about -80%; inconclusive = no clear call, values can overlap the other calls
The depositor's hits bear a star; ? = inconclusive; / = not tested or not shown; & = joins results of further samples.

No.	smiles	C diff growth	GASC1 inh	Tcruzi prolif	Pf Dd2 growth
1	C[C@H]1CN([C@@H](C)CO)C(=O)Cc2cc(NC(=O)Cn3cnnn3)ccc2O[C@@H]1CN(C)C	4	0.7	-16	20
2	CC(=O)N(C)C[C@H]1Oc2ncc(-c3ccc(C(=O)N(C)C)cc3)cc2C(=O)N([C@H](C)CO)C[C@@H]1C	0	-0.4	-13	7
3	COCCNC(=O)C[C@H]1CC[C@H]2[C@@H](COC[C@H](O)CN2Cc2ccc(Cl)c(Cl)c2)O1	-2&-5	0.9	/	-16
4	COc1ccc(CN(C)C[C@H]2Oc3ccc(NC(=O)Cc4cn(C)c5ccccc45)cc3CC(=O)N([C@@H](C)CO)C[C@H]2C)cc1	-13	-2.6	82	-8
5	CCCNC(=O)N1C[C@@H](C)[C@H](OC)CN(C)C(=O)c2ccc(NC(=O)C3CCC3)cc2OC[C@H]1C	-3	0.2	/	9
6	C[C@@H]1CN([C@H](C)CO)S(=O)(=O)c2ccc(C#CC(C)(C)O)cc2O[C@H]1CN(C)C(=O)CN(C)C	0	1.1	-5	25
7	O=C(Nc1ccccc1)N[C@@H]1CC[C@@H](CCNS(=O)(=O)c2cccc(F)c2)O[C@@H]1CO	-7	-0.4	30	-8
8	CO[C@H]1CN(C)C(=O)c2cc(NC(=O)C3CCC3)ccc2OC[C@@H](C)N(Cc2cccnc2)C[C@@H]1C	/	0.4	103*	12
9	C[C@@H]1CN([C@@H](C)CO)C(=O)Cc2cc(NC(=O)Cc3cn(C)c4ccccc34)ccc2O[C@H]1CN(C)CC1CCCCC1	2	-1.3	18	-63
10	C[C@H](CO)N1C[C@H](C)[C@H](CN(C)S(=O)(=O)c2cccs2)Oc2ncc(-c3cccc(C(F)(F)F)c3)cc2C1=O	-1	0.3	106*	-1
11	Cc1ccc(S(=O)(=O)Nc2ccc3c(c2)C(=O)N([C@@H](C)CO)C[C@H](C)[C@H](CN(C)Cc2ccc(-c4ccccc4)cc2)O3)cc1	20	-2.4	92	-2
12	C[C@H]1CN([C@@H](C)CO)S(=O)(=O)c2ccc(C#CC3CC3)cc2O[C@@H]1CN(C)CC1CCOCC1	1	-2.8	?	-14
13	CCC(=O)N(C)C[C@@H]1Oc2ncc(C#Cc3ccccc3)cc2C(=O)N([C@H](C)CO)C[C@@H]1C	-5	-2.4	24	2
14	O=C(c1cnccn1)N1CC(=O)N2[C@H](CO)[C@H](c3ccc(C#CC4CCCC4)cc3)[C@@H]2C1	-7	3.2	/	-24
15	CC(C)[C@H](C)NC(=O)N(C)C[C@H]1OCc2ccccc2-c2ccccc2C(=O)N([C@H](C)CO)C[C@H]1C	-5	0.6	6	-6
16	CCCC#Cc1ccc2c(c1)[C@H]1[C@H](CCN1C(=O)C1CC1)[C@H](CO)N2	-5	4.3	/	6
17	CN(C)CC(=O)N1[C@@H]2Cn3c(cccc3=O)[C@H]1[C@@H](C(=O)NCc1ccccc1)[C@@H]2CO	-1	-0.1	60	/
18	C[C@@H]1CN([C@@H](C)CO)C(=O)c2cc(C#CC3(O)CCCC3)cnc2O[C@H]1CN(C)C(=O)C1CCOCC1	-6	3.4	/	23
19	CN(C)C(=O)c1cccc(-c2ccc3c(c2)[C@@H]2[C@@H](CCN2C(=O)Cc2ccncc2)[C@@H](CO)N3)c1	-1	10	81	-36
20	COc1ccc(CN(C)C[C@@H]2Oc3ccc(NS(=O)(=O)c4ccc(F)cc4)cc3CC(=O)N([C@@H](C)CO)C[C@H]2C)cc1	-10	-0.1	86	2
21	CN(C)C(=O)c1cccc(-c2ccc3c(c2)[C@H]2[C@H](CCN2C(=O)C2CCCCC2)[C@H](CO)N3)c1	-1	-0.6	45	-11
22	Cc1noc(C)c1NC(=O)Nc1ccc2c(c1)C(=O)N([C@H](C)CO)C[C@@H](C)[C@H](CN(C)S(=O)(=O)c1ccc(F)cc1)OCCCC[C@H](C)O2	-9	0.4	-15	-68
23	C/C=C/c1ccc2c(c1)O[C@H](CN(C)C(=O)C1CCOCC1)[C@@H](C)CN([C@@H](C)CO)S2(=O)=O	0	0.4	1	6
24	CO[C@H]1CN(C)C(=O)c2ccc(NC(=O)CC(F)(F)F)cc2OC[C@H](C)N(C(=O)C2CC2)C[C@H]1C	1	-1.0	/	28
25	CO[C@@H]1CC[C@@H]2CCOc3c(C#N)cccc3C(=O)N(C)C[C@@H](c3ccccc3)CC(=O)N(C)C[C@@H]1O2	/	-1.0	-9	15
26	C[C@H](CO)N1C[C@H](C)[C@@H](CN(C)Cc2ccc(Oc3ccccc3)cc2)Oc2c(NS(=O)(=O)c3ccc(F)cc3)cccc2C1=O	50	/	/	-1
27	O=C(Nc1cccc(Cl)c1)N[C@@H]1CC[C@H](CCNC(=O)C2CCC2)O[C@@H]1CO	0	-2.6	/	5
28	O=C(c1cccnc1)N1CCCCN2[C@H](C1)[C@H](c1ccc(C#Cc3cccnc3)cc1)[C@@H]2CO	-5	1.3	9	17
29	C[C@H]1CN([C@@H](C)CO)C(=O)Cc2cc(NS(=O)(=O)c3ccc(F)cc3)ccc2O[C@H]1CN(C)Cc1ccc2c(c1)OCO2	-13	14	-5	-2
30	O=C1CN(Cc2ccccc2)C[C@@H]2[C@@H](c3ccc(-c4ccccc4F)cc3)[C@@H](CO)N12	0	-2.5	/	-20
31	O=C(NCC(F)(F)F)[C@H]1[C@H](CO)[C@H]2Cn3c(cccc3=O)[C@H]2N1CCC(F)(F)F	0	1.3	/	28
32	O=C(c1cccc(F)c1)N1CC[C@@H]2[C@@H](CO)Nc3ccc(C#Cc4ccccc4)cc3[C@@H]21	69	3.4	/	-44
33	COc1ccccc1NC(=O)N1CC(=O)N2[C@H](CO)[C@H](c3ccc(C#Cc4ccc(F)cc4)cc3)[C@@H]2C1	1	-2.0	/	-10
34	C[C@H]1CN([C@@H](C)CO)C(=O)c2cccc(NC(=O)c3ccc(-c4nccs4)cc3)c2O[C@@H]1CN(C)S(=O)(=O)c1ccc(F)cc1	-2	0.6	-106	-3
35	C[C@H](CO)N1C[C@H](C)[C@H](CN(C)Cc2ccccc2)OCCCC[C@H](C)Oc2ccc(NC(=O)c3ccncc3)cc2C1=O	-4	0.2	72	16
36	CO[C@H]1CN(C)C(=O)c2cc(NC(=O)NC(C)C)ccc2OC[C@@H](C)N(C(=O)CN(C)C)C[C@H]1C	-2	0.6	12	30

Following part.
#	compound	C diff growth	GASC1 inh	Tcruzi prolif	Pf Dd2 growth
37	COC(=O)C[C@@H]1CC[C@H]2[C@@H](COc3ccc(NC(=O)c4cccs4)cc3C(=O)N2C)O1	-4	0.7	-4	4
38	CCNC(=O)C[C@@H]1CC[C@@H]2[C@H](COc3ccc(NC(=O)c4ccccc4)cc3C(=O)N2C)O1	8	2.3	-21	7
39	C[C@H]1CN([C@@H](C)CO)S(=O)(=O)c2ccc(C3=CCCC3)cc2O[C@@H]1CN(C)Cc1cccnc1	6	1.9	103*	-63
40	CCCNC(=O)C[C@H]1CC[C@H]2[C@@H](COc3ccc(NC(=O)NCCC)cc3C(=O)N2C)O1	1	-3.5	/	13
41	C[C@H]1CN([C@@H](C)CO)C(=O)c2cccc(NC(=O)Nc3ccccc3)c2O[C@H]1CN(C)S(=O)(=O)c1cn(C)cn1	-5	1.7	12	31
42	COc1ccc(NC(=O)N(C)C[C@H]2Oc3c(NC(=O)Nc4ccc(C(F)(F)F)cc4)cccc3C(=O)N([C@@H](C)CO)C[C@@H]2C)cc1	13	0.3	-41	-19
43	COc1cccc(S(=O)(=O)Nc2ccc3c(c2)[C@H]2C[C@H](CC(=O)NC4CCCCC4)O[C@H](CO)[C@H]2O3)c1	-5	-1.5	124*	-37
44	CO[C@H]1CN(C)C(=O)c2ccc(NS(=O)(=O)c3ccc(C)cc3)cc2OC[C@@H](C)N(Cc2nccs2)C[C@H]1C	/	-2.1	75	-9
45	COc1ccc(NC(=O)N2CCCCN3[C@@H](CO)[C@H](c4ccc(C5=CCCC5)cc4)[C@@H]3C2)cc1	-3	/	84	-32
46	COCC(=O)Nc1ccc2c(c1)[C@@H]1C[C@H](CC(=O)NCc3ccccc3)O[C@@H](CO)[C@@H]1O2	1	-1.1	/	-40
47	CO[C@H]1CC[C@@H]2CCOc3c(C#N)cccc3C(=O)N(C)[C@H](C)C(=O)N(C)C[C@@H]1O2	16	-1.0	28	/
48	C[C@@H]1CN([C@H](C)CO)C(=O)c2cc(C3=CCCCC3)cnc2O[C@H]1CN(C)C(=O)Nc1ccc(F)cc1	-3	-0.2	4	-32
49	C/C=C/c1cnc2c(c1)C(=O)N([C@H](C)CO)C[C@H](C)[C@@H](CN(C)S(=O)(=O)c1ccccc1)O2	-2	-1.1	69	-49
50	C[C@@H]1CN([C@@H](C)CO)C(=O)c2cc(NC(=O)Nc3ccc(F)cc3)ccc2O[C@H]1CN(C)C(=O)Nc1ccccc1	-2	1.3	4	9
51	C[C@H]1CN([C@@H](C)CO)C(=O)c2cc(-c3ccncc3)cnc2O[C@H]1CN(C)C(=O)c1ccc(F)cc1	2	-0.7	63	-1

Records 48 to 51 from above:
#	compound	C diff growth	GASC1 inh	Tcruzi prolif	Pf Dd2 growth
48	C[C@@H]1CN([C@H](C)CO)C(=O)c2cc(C3=CCCCC3)cnc2O[C@H]1CN(C)C(=O)Nc1ccc(F)cc1	-3	-0.2	4	-32
49	C/C=C/c1cnc2c(c1)C(=O)N([C@H](C)CO)C[C@H](C)[C@@H](CN(C)S(=O)(=O)c1ccccc1)O2	-2	-1.1	69	-49
50	C[C@@H]1CN([C@@H](C)CO)C(=O)c2cc(NC(=O)Nc3ccc(F)cc3)ccc2O[C@H]1CN(C)C(=O)Nc1ccccc1	-2	1.3	4	9
51	C[C@H]1CN([C@@H](C)CO)C(=O)c2cc(-c3ccncc3)cnc2O[C@H]1CN(C)C(=O)c1ccc(F)cc1	2	-0.7	63	-1

(next part)
#	compound	C diff growth	GASC1 inh	Tcruzi prolif	Pf Dd2 growth
52	C[C@@H]1CN([C@H](C)CO)C(=O)c2cccc(NC(=O)C3CCCCC3)c2O[C@H]1CN(C)C(=O)NC1CCCCC1	2	-2.1	-8	6
53	C[C@H](NC(=O)C[C@@H]1C[C@H]2c3cc(NS(=O)(=O)c4ccc(F)cc4)ccc3O[C@H]2[C@@H](CO)O1)c1ccccc1	-3	-0.2	74	0
54	C[C@H]1CN([C@@H](C)CO)C(=O)c2cccc(NC(=O)c3ccc(-c4nccs4)cc3)c2O[C@H]1CN(C)Cc1ccncc1	-3&-5	1.6	/	-17
55	COCC#Cc1cnc2c(c1)C(=O)N([C@H](C)CO)C[C@H](C)[C@@H](CN(C)C(=O)c1ccc3c(c1)OCO3)O2	-1	-0.5	37	-13
56	O=C(CN1CCOCC1)NCC[C@H]1CC[C@H](NS(=O)(=O)c2ccc(F)cc2)[C@@H](CO)O1	/	0.0	26	-4
57	CCC(=O)Nc1ccc2c(c1)OC[C@@H](C)N(CC1CCOCC1)C[C@H](C)[C@@H](OC)CN(C)C2=O	/	0.3	-4	-44
58	CNC[C@H]1Oc2ccc(NC(=O)Cn3cnnn3)cc2C(=O)N([C@@H](C)CO)C[C@H]1C	-2	3.2	10	-3
59	CCCC(=O)Nc1ccc2c(c1)C(=O)N(C)[C@H]1CC[C@H](CC(=O)NCc3ccccc3Cl)O[C@H]1CO2	2	-2.1	-37	1
60	O=C(NCC[C@H]1CC[C@@H](NS(=O)(=O)c2ccccc2)[C@H](CO)O1)c1cc(Cl)cc(Cl)c1	/	-0.7	-46	5
61	C[C@@H]1CN([C@@H](C)CO)C(=O)Cc2cc(NC(=O)Cn3cnnn3)ccc2O[C@@H]1CN(C)S(=O)(=O)c1cn(C)cn1	2	0.7	-22	26
62	CN(C)CC(=O)N1[C@H](CO)[C@@H](c2ccc(-c3ccccc3F)cc2)[C@@H]1C#N	11	-1.7	91	-19
63	C[C@H](CO)N1C[C@H](C)[C@@H](CN(C)C(=O)c2cnccn2)Oc2cc(C#CCC3CCCC3)ccc2S1(=O)=O	10&5	1.6	53&36	-51&-56
64	C[C@H](CO)N1C[C@H](C)[C@@H](CN(C)C(=O)Nc2ccc(C(F)(F)F)cc2)Oc2ccc(NC(=O)Nc3ccc(C(F)(F)F)cc3)cc2C1=O	-9	-4.7	/	-76
65	CO[C@@H]1CN(C)C(=O)c2cc(NC(=O)NC3CCCCC3)ccc2OC[C@@H](C)N(C)C[C@@H]1C	-4	-1.6	-32	37
66	COc1ccccc1-c1ccc([C@@H]2[C@@H](C#N)N(C(=O)NC3CCCC3)[C@@H]2CO)cc1	-14	-2.0	/	-24
67	CO[C@H]1CN(C)C(=O)c2ccc(NC(=O)C3CC3)cc2OC[C@H](C)N(C)C[C@@H]1C	/	0.2	/	10
68	COC(=O)N(C)C[C@H]1OCc2ccccc2-c2c(n(C)c3ccccc23)C(=O)N([C@H](C)CO)C[C@@H]1C	/	0.4	-17	-13
